# Runt-SMMHC FRET: Runt domain-CBFb-SMMHC interaction inhibition; 220,000 compounds, 0.74% hits; inhibition, % at 20 µM; Cerulean-Runt/Venus-CBFb-SMMHC FRET ratio 530/480, 1 h; Q01196+Q13951;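 active = mean inhibition across duplicate retests at 20 µM reaching about 50%, limit read from the data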;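 also: 0% = DMSO wells and 100% = wells with excess untagged CBFb-SMMHC; inhibitors lower the FRET ratio by blocking Runt binding to CBFb-SMMHC; some results filed as inactive read as strong as hits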
# CHOP inhibitor: inhibitors of CHOP induction in ER stress response; CHO-K1 CHOP-promoter luciferase, tunicamycin-induced, 15-18 h; inhibition, % at 10 µM; 220,000 compounds, 3.8% hits; AID 2732;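 active = compounds that reduced the stress-induced luciferase reporter signal by more than about 70% of percent inhibition, limit read from the data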;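 also: 0% = tunicamycin plus vehicle and 100% = wells without tunicamycin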
# TNF necrop inh: inhibitors of TNF-alpha induced necroptosis in Jurkat FADD-/- cells | Jurkat FADD-/- TNF necroptosis rescue, ATP luminescence, 24 h; 0 = TNF only, 100 = no-TNF cells | activation (protection from cell death), % at 10 µM | 220,000 compounds, 0.068% hits | AID 463075;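 active = activation, meaning protection from cell death, of at least 50% relative to plate controls; inactive = activation below 50%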;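 also: necroptosis triggered by 40 ng/mL TNF-alpha added together with compound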
# NCF1 inh: blocks human p47phox regulatory protein of NADPH oxidases; p47phox/p22phox peptide binding, fluorescence polarization, 2 h; 220,000 compounds, 0.53% hits; P14598; inhibition, % at 24.7 µM; AID 1274;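 active = inhibition above about 30%, limit read from the data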;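 also: 0% = p47phox with labelled peptide and 100% = labelled peptide alone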
# Target sequence (P14598 whole entry, looked up): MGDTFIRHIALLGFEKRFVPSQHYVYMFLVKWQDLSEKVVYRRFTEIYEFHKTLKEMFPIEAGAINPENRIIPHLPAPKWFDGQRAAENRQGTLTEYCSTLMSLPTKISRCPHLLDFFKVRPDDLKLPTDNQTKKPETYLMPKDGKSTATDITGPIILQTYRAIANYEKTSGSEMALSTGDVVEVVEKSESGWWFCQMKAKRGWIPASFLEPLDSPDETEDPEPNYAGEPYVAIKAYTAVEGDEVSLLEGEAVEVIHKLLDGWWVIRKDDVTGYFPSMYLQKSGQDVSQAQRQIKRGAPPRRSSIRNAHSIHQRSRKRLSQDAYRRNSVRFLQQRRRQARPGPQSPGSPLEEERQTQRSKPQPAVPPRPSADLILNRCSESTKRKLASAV
# TRPML3 agonist: agonists of human TRPML3 channel; HEK293 TRPML3-YFP, Fluo-8 calcium fluorescence; 100% = the carbachol control signal; activation, % at 3 µM; 220,000 compounds, 0.29% hits; AID 1448;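 active = activation above its plate's cutoff, the mean activation of the plate's test wells plus 3 SD, cut at about 12% in these data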;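 also: 0% = DMSO only wells and 100% = carbachol wells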
#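 Test system – HEK293 line with stable expression of human TRPML3-YFP channel · Control set – carbachol 87 µM final as high control (100%), DMSO as low control (0%) · Signal – Fluo-8 calcium dye fluorescence, ex 470-495, em 515-575 nm · Incubation – 1-h 37 °C dye load, 5-s basal, 120-s post-compound reads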
# EBV gp42 block: blocks Epstein-Barr virus glycoprotein 42 binding; Q1HVG2; Fluorescence polarization binding assay, mP read-out; inhibition, % (tested at 21.74 µM); 220,000 compounds, 0.42% hits; AID 1085; in the data active = inhibition above about 50%
# Target sequence (Q1HVG2 whole entry, looked up): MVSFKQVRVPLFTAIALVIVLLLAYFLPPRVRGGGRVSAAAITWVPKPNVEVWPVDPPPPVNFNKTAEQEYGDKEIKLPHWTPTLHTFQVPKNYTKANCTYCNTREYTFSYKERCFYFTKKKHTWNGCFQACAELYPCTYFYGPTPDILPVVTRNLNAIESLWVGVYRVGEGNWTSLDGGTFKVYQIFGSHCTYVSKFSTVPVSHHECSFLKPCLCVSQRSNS
# TRPN1 ag: agonists of zebrafish TRPN1 channel; activation, % at 3 µM; HEK293 zebrafish TRPN1-YFP, Fluo-8 calcium fluorescence; 100% = response to 87 µM carbachol; 220,000 compounds, 0.18% hits; AID 1424;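 active = activation above its plate's cutoff, the mean activation of test wells on that plate plus 3 SD, cut at about 19% in these data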;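 also: 0% = DMSO alone and 100% = 87 µM carbachol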
#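 Material – zebrafish TRPN1-YFP in HEK293 cells · Doses – 3 µM single point · Schedule – dye 1 h 37 °C plus 30 min RT · Signal – Fluo-8 calcium fluorescence, excitation 470-495 nm, emission 515-575 nm · Read-out – % activation versus carbachol response · Control set – carbachol high, DMSO low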
# MDM2 E3 inh: blocks human Mdm2 ubiquitin ligase activity; Q00987; cell-based MDM2 ubiquitination luciferase reporter, 2 h; 0 = plate control, 100 = twice control, blank-subtracted; signal enhancement, % at 5 µM; 210,000 compounds, 0.11% hits; AID 1230;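 active = signal enhancement of 30% or more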;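 also: luminescence tracks abundance of the self-degrading MDM2-luciferase fusion protein; higher signal means inhibition of MDM2 E3 ligase activity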
# Target sequence (Q00987 whole entry, looked up, the tested form may be a part): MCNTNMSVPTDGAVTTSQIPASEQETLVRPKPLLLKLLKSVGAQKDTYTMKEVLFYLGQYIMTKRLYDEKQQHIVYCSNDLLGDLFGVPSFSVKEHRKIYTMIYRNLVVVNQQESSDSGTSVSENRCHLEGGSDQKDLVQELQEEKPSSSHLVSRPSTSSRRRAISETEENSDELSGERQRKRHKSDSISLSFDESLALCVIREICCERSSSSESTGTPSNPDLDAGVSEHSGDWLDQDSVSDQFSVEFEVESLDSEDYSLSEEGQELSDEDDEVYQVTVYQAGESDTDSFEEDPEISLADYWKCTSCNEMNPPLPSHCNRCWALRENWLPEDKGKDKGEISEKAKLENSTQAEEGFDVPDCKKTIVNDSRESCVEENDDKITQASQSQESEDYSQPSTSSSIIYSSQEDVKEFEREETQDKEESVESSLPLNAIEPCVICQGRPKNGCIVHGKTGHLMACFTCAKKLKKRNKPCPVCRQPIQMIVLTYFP
#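 Material: stable MDM2–luciferase fusion reporter cells / Quantity: 2000 cells/well / Dosing: single 5 µM compound dose, 0.2% final DMSO / Buffer or medium: DMEM / Schedule: 4 h cell settling then 2 h compound exposure, 37 °C / Detection: luminescence with SteadyLite reagent, 15 min at room temperature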
# PPC-1+TRAIL kill: kills PPC-1 cancer cells in the presence of TRAIL; PPC-1 cells + TRAIL, ATPLite viability luminescence; cell killing (% activity), % at 4 µM; 220,000 compounds, 0.41% hits;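 active = cell killing above 50% in the first pass at 4 µM, then a duplicate retest at 5 µM averaging 50% or more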;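 also: plate controls were cells with TRAIL plus DMSO for no effect and medium-only wells lacking cells for full effect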
# The depositor's hits bear a star; . = not tested or not shown.
SMILES,Runt-SMMHC FRET,CHOP inhibitor,TNF necrop inh,NCF1 inh,TRPML3 agonist,EBV gp42 block,TRPN1 ag,MDM2 E3 inh,PPC-1+TRAIL kill
Cc1nn(-c2ccc(F)cc2)c2sc(C(=O)OC3CCOC3=O)cc12 (centres undefined),-4,.,-2.0,.,-0.1,.,1.0,-14,9
CC1CC(Nc2ccccc2)c2ccccc2N1C(=O)c1ccco1 (centres undefined),-2,4,0.3,3,-1.2,-6,-3.2,-71,1
C/C(=N\NC(=O)c1ccc(OC2CCCC2)cc1)c1ccc(C)s1,-2,63,1.1,-9,0.3,0,0.0,-12,-14
CC(=O)c1c(C)[nH]c(C(=O)N2CCN(c3ncccn3)CC2)c1C,-2,46,-0.4,-7,0.2,-15,1.5,-29,12
O=C(NCc1ccccn1)c1ccc(-c2ccccc2)cc1,2,-18,0.8,-5,0.2,-16,-1.7,-21,-3
CS(=O)(=O)Nc1ccc(-c2n[nH]c(=S)n2-c2ccccc2)cc1,10,6,0.9,-8,-0.5,-1,0.8,-4,32
CC1=C(C(=O)OCC2CCCO2)C(c2ccccc2)C2=C(CC(C)(C)CC2=O)N1 (centres undefined),49,1,1.2,-14,0.4,-10,-0.9,-1,8
Cn1c(=O)c2c(nc(CN3CCN(C(=O)c4ccco4)CC3)n2Cc2ccc(Cl)cc2)n(C)c1=O,2,40,-1.6,-13,1.1,-11,2.5,-11,8
O=c1[nH]cnc(O)c1C(c1cccc([N+](=O)[O-])c1)c1c(O)nc[nH]c1=O,0,-10,0.0,-2,0.5,-13,0.5,-7,5
CCOC(=O)C1(C(F)(F)F)N=C(C(F)(F)F)Nc2ccccc21 (centres undefined),-1,14,0.2,-4,0.3,-16,-0.9,-3,15
Cc1cccc(CN2CCN(CCCc3ccccc3)CC2)c1,-6,2,1.1,-1,0.3,-2,-0.5,-9,15
CCc1nc(N2CCN(C(=O)c3ccco3)CC2)c2oc3ccccc3c2n1,3,-49,-5.1,11,-1.0,17,0.2,-17,8
CC(Oc1ccc(Cl)cc1Cl)C(=O)N/N=C1\CCCc2ccccc21 (centres undefined),3,67,0.6,-7,0.5,-16,0.8,-3,18
CCC1CCC(C(=O)NC(C(=O)NCCCN2CCCCC2C)C(C)C)CC1 (centres undefined),1,23,-0.1,-8,-1.6,-14,-1.2,2,15
Cc1nc(/C(N)=N/OC(=O)c2ccc(Cl)cc2)c(C(F)(F)F)o1,0,14,2.3,-5,1.2,1,-1.2,-8,5
C=CCN=C(NC#N)SCc1ccccc1,2,-4,-3.3,3,0.2,-17,-0.5,-12,-12
CC(=O)c1ccc(OCC(O)CN2CCN(CCO)CC2)cc1 (centres undefined),4,-25,0.5,-4,0.7,-1,1.1,-10,3
CCN1C(=O)C2(Nc3ccccc3-c3nc4ccccc4n32)c2cc(OC)ccc21 (centres undefined),2,7,-1.4,-16,1.3,1,5.2,1,-4
O=C(O)C1C2C=CC3(CN(C/C=C/c4ccccc4)C(=O)C13)O2 (centres undefined),-1,-5,0.1,-7,0.3,-14,1.4,-15,16
CC(C)NC(=O)COc1ccc(S(=O)(=O)N2CCOCC2)cc1,4,-4,-1.0,-7,1.0,-23,0.2,-24,-8
N=C1C(c2nc(-c3ccc(Cl)cc3)cs2)=C(O)CN1NC(=O)c1ccc(O)cc1,-14,-19,0.6,-82,0.2,9,2.1,.,20
CC(C)c1ccccc1NC(=S)NCCCn1ccnc1,1,7,0.1,0,0.9,-6,2.2,-14,-17
Cc1cc(C)n(CC(=O)N/N=C/c2cccc([N+](=O)[O-])c2)n1,-4,-29,2.2,17,0.0,-9,-1.0,-6,20
NS(=O)(=O)c1ccc(CNC(=O)CC23CC4CC(CC(C4)C2)C3)cc1,4,25,-1.8,-21,1.6,-10,1.7,-8,15
Cc1ccccc1CSc1nnc(C)n1N,0,15,-1.5,-10,-0.7,-13,-0.9,-11,-10
CC(=O)Nc1ccc2c(c1)nc(CCNC(=O)c1ccccc1)n2C,-1,1,-0.9,-10,0.2,-13,1.1,.,0
O=C1N=C(N2CCOCC2)S/C1=C/c1cc2c(cc1[N+](=O)[O-])OCO2,-2,-41,-15,-3,0.3,0,2.4,-39,14
O=C(N/N=C/c1ccc([N+](=O)[O-])cc1)c1cnccn1,1,-10,5.9,-2,0.5,-11,0.3,-1,-6
CCOC(=O)c1oc2ccc(S(=O)(=O)n3nc(-c4ccc(C)cc4)cc3N)cc2c1C,-1,97*,-3.6,-23,1.0,1,0.6,-7,-25
N#Cc1ccccc1-n1c(N)c(C(=O)N2CCCC2)sc1=S,-8,33,-4.0,-12,2.1,-11,0.9,-14,2
COc1cc(NC(=O)c2cccc(COCC(F)(F)C(F)F)c2)cc(OC)c1OC,0,14,5.4,-2,-0.5,-24,3.6,2,28
CCS(=O)(=O)N1CCN(c2ccc(C(=O)N3CCOCC3)cc2[N+](=O)[O-])CC1,0,0,0.0,-5,0.3,-6,1.4,-4,18
Cc1ccc(S(=O)(=O)CC(O)COc2ccc(C#N)cc2)cc1 (centres undefined),3,-9,0.1,-8,0.8,1,0.6,6,-12
COc1cc(NS(=O)(=O)c2ccc(N/C=C(\C=O)c3nc4ccccc4o3)cc2)nc(OC)n1,11,8,0.7,-18,0.2,-10,-0.8,-6,6
Cc1ccc(S(=O)(=O)NCC(=O)OCC(=O)N(Cc2ccccc2)C(C)(C)C)cc1,3,-21,2.2,-10,-0.1,0,-0.7,-6,22
COC(=O)C(NC(=O)c1ccc(Cl)cc1)(Nc1nc(C)cs1)C(F)(F)F (centres undefined),7,4,-0.9,-12,0.6,-27,-0.1,-24,-10
N#Cc1cccc(NC(=O)CCC2CCCC2)c1,0,46,10,-25,0.7,-7,2.0,6,1
CCCCc1ccc(S(N)(=O)=O)cc1,3,13,-0.3,-12,-0.7,-10,-0.4,-25,12
O=S(=O)(Nc1ccccc1O)c1ccc(Cl)nc1,0,20,0.1,-11,0.4,-4,0.1,-12,-17
CCc1ccc(C(=O)CSc2nc3cc(S(=O)(=O)N4CCOCC4)ccc3n2CC)cc1,-12,9,1.6,-23,-0.1,-28,-0.2,-1,1
Cc1ccc2cc(C)c3nnc(SCC(=O)N4CCCc5ccccc54)n3c2c1C,4,54,-3.6,2,-1.1,-4,-2.3,2,1
CCCc1nc(SCC(=O)Nc2cc(C)on2)c2ccccc2n1,-2,20,0.6,4,-0.8,5,1.1,-14,2
COC(=O)CCSC(=S)N1CCOCC1,1,9,2.4,-22,0.7,-19,0.3,-16,3
CC(=O)Nc1ccc(S(=O)(=O)Nc2cc(C)c(-n3nc4ccccc4n3)cc2O)cc1,2,53,-1.9,-9,1.1,12,1.8,25,-3
CC(=O)c1ccc(NC(=S)NNC(=O)c2ccccc2[N+](=O)[O-])cc1,8,-13,-0.3,-5,0.6,-1,2.0,11,-16
CCC(=O)NC(=S)Nc1ccc(NC(=O)c2ccco2)c(Cl)c1,-4,-28,1.5,-3,0.3,3,2.1,-10,11
CCCCCCNC(=O)Cc1ccc(Br)cc1,2,6,5.8,0,-1.1,9,-3.0,-9,-4
CC(=O)C1=C(c2ccccc2)NC(=O)NC1c1ccc(O)c(O)c1 (centres undefined),21,-30,-0.1,0,1.2,0,1.4,-6,11
Cc1cc(C)c2c(CC(=O)O)coc2c1,2,16,1.3,-8,-0.9,-21,1.7,-9,30
COCCCNC(=S)N/N=C/c1ccc(O)cc1,-1,-2,-0.2,4,0.7,-9,-0.2,-5,-2
Cc1occc1C(=O)Nc1ccc2c(c1)OCO2,0,-24,11,-12,-0.4,-22,0.0,-4,4
COc1ccc(CNCc2cc3c(C(C)(C)C)nn(-c4ccccc4)c3[nH]c2=O)cc1,-5,-8,0.6,1,-1.2,5,-0.9,-9,3
C=CCn1c(NCCc2ccccc2)nc2c1c(=O)n(C)c(=O)n2C,-3,43,-1.0,-3,1.6,-26,5.8,-26,18
COc1ccc(-n2nc3c(c2NC(=O)c2ccc(N4C(=O)CCC4=O)cc2)CSC3)cc1,3,-3,-1.8,-5,0.2,0,0.4,-4,-2
Cn1c(SCc2nc(-c3ccc(Cl)cc3)no2)nnc1-c1ccco1,0,34,-0.1,-6,0.4,-8,2.2,-2,6
O=c1cc(N2CCCCCC2)[nH]c(=O)n1-c1ccc(Cl)cc1,-4,-8,0.9,-6,0.8,-11,-0.9,-7,13
O=C(NC1=NCCS1)c1sc2cc(F)ccc2c1Cl,-2,-35,-2.1,-1,0.5,0,-1.0,-7,-1
Cc1cc(C)cc(NC(=O)COC(=O)CCCNC(=O)c2ccc(Cl)cc2)c1,-2,6,0.8,-5,-1.0,-19,-2.9,-5,2
Cc1ccc(S(=O)(=O)Nc2cnn(-c3ccccc3)c(=O)c2Cl)cc1,.,-5,-0.3,6,-0.5,-10,1.4,11,.
Cn1c(-c2ccc[nH]c2=O)nc2cc(Cl)ccc21,-4,-7,-3.1,-7,1.1,13,1.4,-17,15

# The listing continues:
SMILES,Runt-SMMHC FRET,CHOP inhibitor,TNF necrop inh,NCF1 inh,TRPML3 agonist,EBV gp42 block,TRPN1 ag,MDM2 E3 inh,PPC-1+TRAIL kill
CCOC(=O)c1cc2sc(C)cc2n1CC(=O)N1CCOCC1,-6,0,-0.8,-6,0.6,-8,1.4,-14,14
COc1ccc(CN(Cc2cccnc2)C(=S)NCCc2ccccc2)cc1OC,-13,-2,-3.1,-2,-0.5,-10,-0.5,-21,21
Cc1ccccc1Cn1c(=O)n(Cc2ccco2)c(=O)c2ccccc21,9,88*,-3.0,-16,-0.3,2,-0.5,1,16
CC(=O)N1Cc2ccccc2C(C)CC12CCCC2 (centres undefined),2,18,0.4,-10,0.8,1,-0.1,4,-6
O=C(Nc1ccc(Cl)cc1)/C(=C1\CCCN1)[N+](=O)[O-],0,-7,1.0,-8,0.3,-10,0.1,-3,6
Cc1ccc(C)n1-c1ccc2c(c1)COC2=O,0,18,0.9,-9,0.4,-13,0.5,7,14
Cc1c(NS(=O)(=O)c2ccc3nc(COc4ccccc4Cl)[nH]c3c2)c(=O)n(-c2ccccc2)n1C,2,3,1.1,-2,-0.7,-14,-0.3,-12,-6
O=C(c1cc(C(=O)c2ccco2)cc(C(=O)c2ccco2)c1)c1ccco1,2,-3,-0.1,-9,0.0,-8,1.8,-1,-3

# An excerpt from above in order of the TRPML3 agonist value, highest first:
SMILES	Runt-SMMHC FRET	CHOP inhibitor	NCF1 inh	TRPML3 agonist	EBV gp42 block	MDM2 E3 inh
Cc1ccc(C)n1-c1ccc2c(c1)COC2=O	0	18	-9	0.4	-13	7
Cc1ccccc1Cn1c(=O)n(Cc2ccco2)c(=O)c2ccccc21	9	88*	-16	-0.3	2	1
COc1ccc(CN(Cc2cccnc2)C(=S)NCCc2ccccc2)cc1OC	-13	-2	-2	-0.5	-10	-21

# Screening results (PubChem)
